Bioassay records (PubChem)
West Nile virus CPE: West Nile virus antiviral activity, cell-based, CPE readout (AID 1621) | West Nile virus-infected cells, CPE inhibition; higher % means a stronger effect | 0.02% of 290,000 active | CPE inhibition, % at 10 µM; hits with a dose series show IC50 in µM; in the data active = a potency from the dose series; inconclusive = CPE inhibition mostly from about 3.7% at the one dose, without a potency; inactive = the rest, 99 in 100 with CPE inhibition below about 2.2%; also: strong numbers were not always called active
Yfh1-off respiration: enhancers of respiration in Yfh1-depleted yeast, dose response, Friedreich's ataxia, plus single-dose screen (AID 1465); S. cerevisiae Yfh1-off respiration, WST-1 reduction, 72 h; higher fold induction means a stronger effect; fold induction at 50 µM, or EC50 in µM where a hit was titrated; 0.074% of 220,000 active;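 active = fold induction of absorbance versus untreated yeast above a set limit, then at least 30% activation at any dose in follow-up; inconclusive = repeats straddling the limit, or above it without dose testing; inactive = fold induction below the set limit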;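 also: activators that raise dye reduction in frataxin-depleted yeast; strong numbers were not always called active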
NOD1 inhibition: NOD1 signaling inhibitors, primary screen, cell-based, luminescence, uHTS (AID 1578) | NOD1-driven NF-kB luciferase reporter cells, luminescence; higher % means a stronger effect | one-dose inhibition, % at 4 µM; EC50 in µM for titrated hits | 1% of 290,000 active; in the data active = inhibition mostly above about 36%, no sharp cut-off; inactive = mostly below about 34%;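 also: HEK-293T reporter cells stimulated with the NOD1 agonist gamma-tri-DAP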
HIV peptide binding: inhibitors of HIV fusion peptide binding, primary screen, biochemical, uHTS, fluorescence dequenching (AID 1986); inhibition, % at 20 µM, or IC50 in µM where a hit was titrated; 0.3% of 290,000 active; cell-free peptide binding, fluorescence dequenching, 30 min; higher % means a stronger effect; in the data active = inhibition mostly above about 52%, no sharp cut-off; inactive = mostly below about 76%; also: some results filed as inactive read as strong as hits
KOR beta-arrestin-1: KOR antagonists, beta-arrestin recruitment, cell-based, luminescence, uHTS (AID 1778). KOR beta-arrestin recruitment, luminescence, antagonist mode; higher % means a stronger effect. one-dose inhibition, % at 10 µM; IC50 in µM for titrated hits. 0.091% of 290,000 active; also: strong numbers were not always called active
AID2073: inhibitors of Mint1-CaV2.2 protein interaction, biochemical, HTRF (AID 2073); Voltage-dependent N-type calcium channel subunit alpha-1B (Homo sapiens); HTRF protein-protein interaction, Mint1-CaV2.2; higher % means a stronger effect; one-dose inhibition, % at 20 µM; IC50 in µM for titrated hits; 0.19% of 290,000 active; in the data active = inhibition mostly above about 51%, no sharp cut-off; inconclusive = no clear call, values can overlap the other calls; inactive = mostly below about 53%; also: some results filed as inactive read as strong as hits
KOR beta-arrestin-2: KOR agonists, beta-arrestin recruitment, primary screen, cell-based, luminescence, uHTS (AID 1777); 0.02% of 280,000 active; Kappa-type opioid receptor (Homo sapiens); KOR beta-arrestin recruitment, luminescence; higher % means a stronger effect; activation, % at 10 µM; hits with a dose series show EC50 in µM; in the data active = activation above about 50%, passing the limit was not always enough; also: a part of the inactive calls stands beside numbers as strong as those of hits
Dengue-2 NS5 capping: Dengue-2 NS5 methyltransferase inhibitors, primary screen, biochemical, confirmation dose response (AID 588689); Genome polyprotein (Dengue virus type 2 (strain 16681-PDK53)); Dengue-2 NS5 methyltransferase capping enzyme assay, biochemical; higher % means a stronger effect; inhibition, % at 25 µM, or IC50 in µM where a hit was titrated; 0.3% of 340,000 active; in the data active = a potency from the dose series; inconclusive = inhibition above about 29% without an active follow-up result
NOD2 inhibition: NOD2 signaling inhibitors, cell-based, luminescence, uHTS, HEK293 (AID 1566). 0.63% of 290,000 active. HEK293 NOD2/NF-kB luciferase reporter, luminescence; higher % means a stronger effect. inhibition, % at 4 µM; hits with a dose series show EC50 in µM; also: many of its hits are not listed in these tables
Dengue-2 NS5 capping pilot replicate: second read-out of Dengue-2 NS5 capping, no call of its own (marks repeat the call); inhibition, %; measured here: pilot screen replicate inhibition
* = called active by the depositor; i = inactive; ? = inconclusive; / = no result given; [ ] = remark or other dose. Rule as the data show it, unless noted: active = inhibition above about 50%; inactive = the rest. Only part of the results is shown; rates above refer to the full screens.

SMILES	West Nile virus CPE	Yfh1-off respiration	NOD1 inhibition	HIV peptide binding	KOR beta-arrestin-1	AID2073	KOR beta-arrestin-2	Dengue-2 NS5 capping	NOD2 inhibition	others
COc1ccc(-n2nc(C(=O)NCC(=O)NCc3ccco3)c3ccccc3c2=O)cc1	-0.5%	i	-32%	-1.0%	15%	3%	-1.2%	3%	3%
Cc1nn(C)c(Cl)c1S(=O)(=O)N[C@@H](c1ccccc1)[C@]1(C)C[C@H]1[C@@H](C)C(=O)Nc1ccc2ccccc2c1	-0.7%	i	-27%	2.8%	10%	-5%	1.7%	-6%	-23%
CCCCN(C(=O)c1ccc(NC(=O)C(C)C)cc1)c1ccccc1	-1.1%	i	-2%	-0.4%	5%[20 µM]	-1%	-4.1%	6%	12%
CC(=O)Nc1ccc(OC(=O)Cc2ccc(Cl)cc2)cc1	0.6%	/	-45%	0.3%	10%	8%	-0.8%	0%	-5%
Cc1ccc(C(=O)NCCSc2ccccc2)cc1S(=O)(=O)Nc1ccccc1	-0.6%	i	8%	0.9%	-23%	-2%	4.3%	-6%	2%
COC(=O)c1cc(Cl)c(NC(=O)Cc2ccccc2)cc1OC	-0.3%	i	-21%	0.4%	12%[20 µM]	-5%	0.8%	-3%	24%
CCS(=O)(=O)Nc1ccc(Cc2ccc(NS(=O)(=O)CC)cc2)cc1	?	i	25%	-1.1%	18%	-8%	-13%	-4%	28%
O=C(CCN1C(=O)/C(=C/c2ccc(F)cc2)SC1=S)N[C@@H](CO)Cc1ccccc1	11%	/	-2%	-0.4%	10%	17%	-0.7%	-4%	1%
O=C(NCCC1=CCCCC1)C1CCN(C(=O)Nc2ccccc2)CC1	-0.5%	i	-11%	-0.1%	-51%	10%	-0.3%	-5%	-13%
CCOc1ccc(C(=O)CCC(=O)N2CCN(c3ncccn3)CC2)cc1	0.5%	/	-16%	5.6%	19%	13%	0.6%	-7%	6%
N#Cc1nc(COc2ccccc2)oc1N1CCCCC1	-0.1%	i	1%	-2.2%	9%	-5%	4.7%	0%	-19%
CC(=O)NCc1ccc(C(=O)CCl)s1	0.5%	i	88%*	-1.0%	-7%	-10%	-1.6%	2%	33%
CCc1c(C)nc2ncnn2c1N1CCC(C(=O)N2CCN(c3ccccc3)CC2)CC1	/	/	4%	2.9%	-4%	4%	-3.9%	/	13%
O=C(COC(=O)CCCOc1ccc(Cl)cc1Cl)NCc1ccccc1	-0.3%	i	-22%	0.3%	-5%	1%	-1.1%	0%	1%
Cc1noc(C)c1S(=O)(=O)NCC(=O)O	0.3%	i	13%	-0.8%	-32%	-4%	-4.2%	-6%	-5%
COc1ccc(S(=O)(=O)N2CCOCC2)cc1NC(=O)CN1CCC(Cc2ccccc2)CC1	-1.9%	i	-15%	-2.9%	-12%	5%	9.0%	-9%	-5%
O=C(CSc1nc2ccccc2c(=O)n1Cc1ccco1)c1ccccc1	1.2%	i	17%	-1.6%	26%	-6%	-4.1%	0%	17%
CCn1c(SCC(=O)N=Nc2c(O)[nH]c3ccccc23)nnc1-c1ccc(C(C)(C)C)cc1	0.0%	i	23%	4.0%	5%	-2%	-2.2%	/	8%
CCn1c(SCC(=O)c2ccc(Cl)cc2)nnc1-c1ccoc1C	-0.1%	i	-8%	0.8%	16%	-14%	2.3%	-14%	-9%
COc1ccc(C(=O)CSc2nnc(Cn3nnc4ccccc43)n2C)cc1	-0.1%	i	21%	-1.1%	6%	2%	-1.0%	-3%	15%
CCCn1c2c(c(O)c(C(=O)Nc3nccs3)c1=O)CCCC2	0.3%	i	1%	0.8%	-14%	-7%	-2.0%	-2%	18%
CCOc1ccc(CN2CCN(Cc3c[nH]c4ccccc34)CC2)cc1	0.1%	/	-17%	2.6%	-13%	18%	4.2%	0%	-22%
COC(=O)c1cc2c(C)cc3ccc(C)cn3c-2c1C(=O)OC	0.0%	i	-8%	87%	5%	-3%	/	?	13%
COc1ccc(NC(=O)NC(=O)c2cc(OCC(F)(F)F)ccc2OCC(F)(F)F)cc1	0.0%	i	-1%	-1.3%	12%	-13%	-4.8%	-5%	28%
COc1ccc(-c2cc(-c3nnc(COC(=O)C4CC4C)o3)c3ccccc3n2)cc1OC (configuration not stated)	1.1%	i	-11%	2.2%	-32%	34%	11%	-1%	5%

3 compounds out of the list, ordered by count of non-hydrogen atoms, falling.
SMILES	West Nile virus CPE	Yfh1-off respiration	NOD1 inhibition	HIV peptide binding	KOR beta-arrestin-1	AID2073	KOR beta-arrestin-2	Dengue-2 NS5 capping	NOD2 inhibition	others
O=C(CSc1nc2ccccc2c(=O)n1Cc1ccco1)c1ccccc1	1.2%	i	17%	-1.6%	26%	-6%	-4.1%	0%	17%
O=C(COC(=O)CCCOc1ccc(Cl)cc1Cl)NCc1ccccc1	-0.3%	i	-22%	0.3%	-5%	1%	-1.1%	0%	1%
CC(=O)NCc1ccc(C(=O)CCl)s1	0.5%	i	88%*	-1.0%	-7%	-10%	-1.6%	2%	33%

Remaining list, next part.
SMILES	West Nile virus CPE	Yfh1-off respiration	NOD1 inhibition	HIV peptide binding	KOR beta-arrestin-1	AID2073	KOR beta-arrestin-2	Dengue-2 NS5 capping	NOD2 inhibition	others
CCC(Sc1nc(C)cc(C)n1)C(=O)O (configuration not stated)	0.3%	i	2%	4.8%	-1%	-4%	2.8%	-7%	12%
COc1cc(C(=O)NCc2cccc3ccccc23)cc(Cl)c1OC	-0.6%	i	14%	-0.9%	9%	4%	-0.5%	0%	24%
O=C1CC(c2ccccc2)CC(O)=C1C=NC1CCCC1 (configuration not stated)	-0.6%	i	32%	1.1%	16%	1%	2.6%	0%	9%
CC(=N)C1=C(O)CC(C)(C)CC1=O	0.4%	i	4%	-5.1%	-19%	9%	1.2%	0%	-1%
N=C1C(c2ccccc2)=C(O)CN1c1cccc(S(=O)(=O)N2CCOCC2)c1	0.1%	i	-4%	1.3%	25%	-8%	-0.1%	-9%	13%
Cc1cc(C(F)(F)F)n2ncc(-c3ccc(F)cc3)c2n1	0.7%	i	4%	-1.7%	-8%	12%	-3.2%	-2%	5%
CSc1nsc(SC)c1C(=O)N1CCN(S(=O)(=O)c2ccc(C)cc2)C1C (configuration not stated)	-0.1%	i	26%	0.0%	3%	-10%	-2.8%	-12%	12%
CS(=O)(=O)N1CCN(CC(=O)NC2CCCC2)CC1	0.0%	/	-18%	-1.0%	16%	-4%	-3.8%	/	5%
COc1ccccc1C1(CC(=O)O)CCOC(C)(C)C1 (configuration not stated)	0.1%	i	-2%	1.8%	18%	17%	8.6%	3%	-8%
CC(=O)Nc1cc2nn(-c3ccccc3)nc2cc1C	-0.4%	/	-10%	0.9%	13%	9%	-1.3%	-1%	-143%
O=C(CSc1ncnc2c1oc1ccccc12)Nc1cccc(C(F)(F)F)c1	0.2%	i	15%	-0.7%	-35%	1%	9.7%	-3%	10%
COc1cc(CN2CCN(Cc3cn(C)c4ccccc34)CC2CCO)cc(OC)c1 (configuration not stated)	-0.7%	/	-35%	-1.0%	-21%[20 µM]	-6%	-8.4%	-7%	6%
Cc1ccc(S(=O)(=O)NNC2=NCCCCC2)cc1	-0.5%	i	-24%	-2.4%	-34%[20 µM]	1%	-4.7%	-2%	-8%
CCOC(=O)c1c(C)n(C)c2ccc(OC(C)C(=O)OC)cc12 (configuration not stated)	-0.1%	i	-21%	-1.0%	23%	1%	-5.9%	-4%	3%
Cc1cc(C(=O)NNC(=S)NCc2ccco2)n(C)n1	0.5%	i	-14%	-0.5%	27%	-12%	-0.6%	-7%	10%
CC(C)C(CCN1C(=O)c2ccccc2C1=O)c1ccco1 (configuration not stated)	-0.6%	i	-4%	2.5%	-28%	-3%	-0.7%	-5%	14%	Dengue-2 NS5 capping pilot replicate=-6.1
COc1ccc(S(=O)(=O)N2CCN(C(=O)c3c(C)nn(-c4ccccc4)c3Cl)CC2)cc1	0.0%	i	21%	-2.4%	-6%	-4%	0.8%	-6%	14%
COc1ccc(C(=O)CCNc2ccc(C)c(Cl)c2)cc1	-1.2%	i	-14%	-1.8%	-4%	12%	-2.5%	1%	-4%
CCNc1nc(OC)nc(SCC(N)=O)n1	0.1%	i	2%	1.0%	4%	-5%	2.8%	-2%	-8%
COc1ccc(CCC(=O)Nc2ccc3c(c2)OCO3)cc1OC	1.2%	/	-2%	-0.6%	-6%	-2%	5.3%	0%	-9%
Cc1c(Br)c(C(N)=O)nn1C	0.2%	i	-12%	0.8%	12%	3%	1.0%	-6%	10%
N/C(=N\OC(=O)c1ccc(F)cc1)c1ccc(Br)cc1	0.4%	i	-34%	0.1%	11%	1%	-2.2%	-9%	-21%
CCn1cc(/C=C(\NC(=O)c2ccccc2Cl)C(=O)NCCN2CCOCC2)c2ccccc21	0.3%	/	-12%	-0.2%	-10%	0%	-1.9%	-3%	10%
COc1ccc(-c2c(C#N)c(N)nc3c2CCC3)cc1	-0.1%	i	15%	1.8%	18%	25%	-8.1%	7%	18%
CC(=O)Nc1ccc(C(=O)NCC2(N3CCCCC3)CCCCC2)cc1	0.4%	/	-2%	1.3%	-24%	8%	-3.5%	-6%	9%
Next part:
SMILES	West Nile virus CPE	Yfh1-off respiration	NOD1 inhibition	HIV peptide binding	KOR beta-arrestin-1	AID2073	KOR beta-arrestin-2	Dengue-2 NS5 capping	NOD2 inhibition	others
CC(C)(C)n1nc2c(c1NC(=O)c1ccc(C(F)(F)F)cc1)CS(=O)(=O)C2	-0.3%	/	-21%	-0.1%	3%	7%	-1.1%	-2%	4%
CCNC(=O)NC(=O)C(C)OC(=O)CCCc1nc2ccccc2s1 (configuration not stated)	0.4%	i	-3%	-0.8%	-24%	-18%	4.4%	-4%	0%
Cc1nnsc1C(=O)Nc1cccc(Cl)c1	-0.8%	i	-30%	2.2%	-11%	-4%	2.2%	-7%	-2%
C=CCn1c(C)cc(C(=O)COC(=O)/C=C/c2cccc(OC)c2)c1C	-0.6%	i	-41%	-1.1%	-5%	2%	-2.2%	-1%	5%
Cc1cc(C(=O)NCCc2ccc(Cl)cc2)n(-c2ccccc2)n1	-0.3%	i	-2%	0.9%	5%	-12%	0.4%	-10%	14%
COc1ccc(S(=O)(=O)Nc2ccc(Oc3ccsc3C(=O)O)cc2)cc1	0.3%	/	-8%	0.3%	13%	7%	-19%	-7%	-15%
O=[N+]([O-])c1ccc(Sc2nccn2Cc2ccccc2)cc1	-0.8%	i	2%	-0.4%	36%	12%	-1.0%	-8%	-4%
COc1cccc(OC)c1C(=O)N1CCN(S(=O)(=O)c2ccc(C)cc2)CC1	1.3%	i	-33%	2.4%	18%	-6%	-2.1%	-2%	6%
Cc1cc(NC(=O)CSc2nc3ccccc3[nH]2)n(-c2ccccc2)n1	-0.6%	i	-3%	1.4%	4%	2%	4.3%	/	8%
COc1cc(OC)c(OC)cc1/C=C1\SC(N2CCCCC2)=NC1=O	-0.5%	/	-7%	0.9%	-11%	4%	1.1%	0%	25%
C/C(=N\NC(=O)C(N)=O)c1ccc(NC(=O)c2cccs2)cc1	-0.8%	i	-51%	-0.4%	-24%[20 µM]	35%	-3.2%	/	-26%
